SIRT5 inh – blocks human SIRT5 desuccinylation of peptide. Q9NXA8. Purified SirT5, succinyl-peptide AMC, trypsin-coupled fluorescence. inhibition, % at 15 µM. 330,000 tested, 1.1% active; in the data active means inhibition above about 15%
Target sequence (Q9NXA8 whole entry, looked up): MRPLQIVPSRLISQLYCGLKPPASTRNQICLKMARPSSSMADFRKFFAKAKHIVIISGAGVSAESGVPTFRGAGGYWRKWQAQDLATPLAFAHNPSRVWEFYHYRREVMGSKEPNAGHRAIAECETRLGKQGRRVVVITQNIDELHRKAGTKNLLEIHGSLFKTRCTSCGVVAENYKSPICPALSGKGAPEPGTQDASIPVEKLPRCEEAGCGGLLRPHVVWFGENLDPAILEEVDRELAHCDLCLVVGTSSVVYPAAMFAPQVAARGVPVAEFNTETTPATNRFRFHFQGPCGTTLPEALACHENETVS
esBAF inh – blocks esBAF chromatin remodeling in mouse ES cells; AID 602393; 350,000 tested, 2% active; Bmi1-luciferase knock-in reporter, 24 h; 100% = twice the neutral-well signal; reporter increase, % at 12.5 µM; in the data active means activation above about 40%;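 further: 0% = median of the plate's neutral control wells and 100% = double that signal; a rise in the Bmi1 reporter signal indicates esBAF inhibition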
Cneo AK release – Cryptococcus neoformans lysis via adenylate kinase release | C. neoformans lysis, adenylate kinase release luminescence, 4 h; normalised: neutral wells 0, clomiphene wells 100 | lysis activity, % at 15 µM | 360,000 tested, 0.2% active;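 active means mean lysis activity across replicates of at least 80%, whatever share of replicates individually reach that level; inactive means mean lysis activity below 80%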
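Test system: log-phase Cryptococcus neoformans yeast cells. Input: 5 × 10^6 yeast cells/mL. Medium: fresh YPD growth medium. Doses: single dose. Incubation: static 4 h at 37 °C with compound, 1 h detection. Measured by: luminescent adenylate kinase detection reagent. Read-out: signal increase indicating cell lysis. Benchmarks: Clomiphene.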
ARNT-TACC3 inh – ARNT/TACC3 interaction disruption. Q9Y6A5. AlphaScreen His-ARNT PAS-B/GST-TACC3 binding, luminescence; TACC3 fragment carries E629A point mutation. inhibition, % at 9.99 µM. 390,000 tested, 0.66% active;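 active means mean inhibition of replicates at least 50% and at least half of replicates each reaching 50%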;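 further: 0% = complete ARNT plus TACC3 wells and 100% = ARNT alone without TACC3; many hits fall short of the cut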
ERp5 block – blocks human ERp5 reductase activity on insulin; inhibition, % at 9.99 µM; AID 651711; 350,000 tested, 0.05% active; ERp5 insulin aggregation, absorbance 650 nm, 90 min;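 active means mean replicate inhibition above about 25%, with every replicate also reaching it, limit read from the data, passing the limit was not always enough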
Target sequence (Q15084 whole entry, looked up): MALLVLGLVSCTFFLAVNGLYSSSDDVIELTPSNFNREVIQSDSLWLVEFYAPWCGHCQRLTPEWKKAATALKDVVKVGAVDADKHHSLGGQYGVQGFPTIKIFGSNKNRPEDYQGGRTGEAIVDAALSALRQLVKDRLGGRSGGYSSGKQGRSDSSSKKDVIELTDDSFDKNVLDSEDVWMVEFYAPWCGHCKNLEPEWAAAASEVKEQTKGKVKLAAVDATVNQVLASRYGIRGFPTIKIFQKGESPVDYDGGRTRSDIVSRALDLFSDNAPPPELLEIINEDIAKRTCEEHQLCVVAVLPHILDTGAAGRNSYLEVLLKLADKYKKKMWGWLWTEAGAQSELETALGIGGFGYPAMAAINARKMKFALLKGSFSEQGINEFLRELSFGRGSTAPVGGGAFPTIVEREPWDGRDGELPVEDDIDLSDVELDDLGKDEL
C2C12 statin – protects C2C12 myotubes from simvastatin toxicity. ATP luminescence, 48 h; scaled: DMSO 0, geranylgeraniol control 100. rescue of ATP level, % at 7.49 µM. 330,000 tested, 0.78% active. AID 602340;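 active means mean ATP rescue above about 67%, or every replicate alone reaching that limit, limit read from the data, passing the limit was not always enough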;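 further: myotubes were challenged with 10 µM simvastatin during compound exposure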
miR122 inh – miR-122 inhibition in Huh7 cells. Huh7 miR-122 Renilla luciferase sensor, 48 h; neutral wells = 0, positive control = 100. activation (reporter increase), % at 12.5 µM. 340,000 tested, 0.3% active;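 active means mean replicate activation score at least 90 and every replicate individually at or above 90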;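 further: higher luciferase means less miR-122 activity so hits act as miR-122 inhibitors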
* hit, by the source's call; nt = not tested or not shown; [ ] = remark or other dose.

SMILES	SIRT5 inh	esBAF inh	Cneo AK release	ARNT-TACC3 inh	ERp5 block	C2C12 statin	miR122 inh
O=[N+]([O-])c1cccc(/C=N/Nc2nc(N3CCCCC3)nc(N3CCCCC3)n2)c1	0	-2	3	-3	-4	-36	-2
COc1ccc2[nH]cc(C(=O)CN3CCCCC3)c2c1	nt	5	0	-2	nt	nt	-2
Cc1ccc(N(CC(=O)Nc2cc(Cl)ccc2Oc2ccccc2)S(C)(=O)=O)cc1C	nt	0	1	-1	nt	-17	-9
O=c1c2ccccc2c(C=Nc2cccc(S(=O)(=O)NCc3ccco3)c2)c(O)n1-c1ccc(Cl)cn1	nt	12	0	2	nt	-4	42
O=C(c1ccc(-n2cnnn2)cc1)N1CCCCC1	nt	-2	-8	-2	nt	2	-1
COc1ccc(C(=O)NNC(=O)Cc2ccc([N+](=O)[O-])cc2)cc1	nt	11	-2	0	nt	1	-2
CNC[C@H]1Oc2c(NS(=O)(=O)c3c(C)noc3C)cccc2C(=O)N([C@@H](C)CO)C[C@H]1C	4	2	-4	-2	2	-7	-14[16.7 µM]
COc1ccc(S(=O)(=O)N(C)CC(=O)Nc2ccccc2C(F)(F)F)cc1Cl	nt	-1	0	-5	nt	13	-4
COc1ccc(NC(=O)c2ccccc2Oc2ccccc2)c(OC)c1	-1	-10	-1	-28	0	-40	nt
COC(=O)c1ccc(S(=O)(=O)NC(C)(C)C)n1C	1	0	nt	-4	-2	-3	nt
O=C(Nc1ccc(S(=O)(=O)C(F)F)cc1)c1ccc2c(=O)n3c(nc2c1)CCC3	-2	nt	nt	8	-1	nt	nt
CN(C)C(=O)C[C@@H]1CC[C@H]2[C@@H](COC[C@@H](O)CN2CC2CC2)O1	0	0	0	-12	-3	-14	3[16.7 µM]
Cc1c(NC(=O)c2nn(C(C)C)c(=O)c3ccccc23)c(=O)n(-c2ccccc2)n1C	-1	1	4	nt	0	3	-1
O=C(OCC(=O)N1CCN(c2ccccc2)CC1)c1ccncc1	-22	-1	0	-5	-6	18	0
COc1cccc(NC(=O)N2CCCC2C(=O)Nc2ccc3c(c2)OCCO3)c1 (stereo unspecified)	-1	2	nt	10	7	5	5

Retrieved one by one from above:
SMILES	SIRT5 inh	esBAF inh	Cneo AK release	ARNT-TACC3 inh	ERp5 block	C2C12 statin	miR122 inh
CN(C)C(=O)C[C@@H]1CC[C@H]2[C@@H](COC[C@@H](O)CN2CC2CC2)O1	0	0	0	-12	-3	-14	3[16.7 µM]
O=C(Nc1ccc(S(=O)(=O)C(F)F)cc1)c1ccc2c(=O)n3c(nc2c1)CCC3	-2	nt	nt	8	-1	nt	nt
COc1cccc(NC(=O)N2CCCC2C(=O)Nc2ccc3c(c2)OCCO3)c1 (stereo unspecified)	-1	2	nt	10	7	5	5
COc1ccc2[nH]cc(C(=O)CN3CCCCC3)c2c1	nt	5	0	-2	nt	nt	-2
COc1ccc(S(=O)(=O)N(C)CC(=O)Nc2ccccc2C(F)(F)F)cc1Cl	nt	-1	0	-5	nt	13	-4
O=C(c1ccc(-n2cnnn2)cc1)N1CCCCC1	nt	-2	-8	-2	nt	2	-1

New compounds follow:
SMILES	SIRT5 inh	esBAF inh	Cneo AK release	ARNT-TACC3 inh	ERp5 block	C2C12 statin	miR122 inh
CC(C)NC(=O)N(C)C[C@@H]1Oc2ccc(NC(=O)CCN3CCOCC3)cc2C(=O)N([C@@H](C)CO)C[C@@H]1C	-6	2	38	-6	2	-29	-2[16.7 µM]
COc1ccc(C2=NN(C(=O)c3ccncc3)C(c3ccccc3O)C2)cc1 (stereo unspecified)	-1	20	1	5	4	14	-7
CC(=O)N1c2ccccc2CCc2ccc([N+](=O)[O-])cc21	-1	2	-2	-19	-2	1	-7
O=C(C[C@@H]1C[C@@H]2c3cc(NC(=O)NC4CCCC4)ccc3O[C@@H]2[C@@H](CO)O1)NCc1cccc(F)c1	-1	-1	-3	-15	6	-4	3[16.7 µM]
O=S(=O)(Nc1cccc(-c2cn3c(n2)SCC3)c1)c1ccc(F)cc1F	3	-8	-5	10	5	-4	4
O=C(N=Nc1c(O)[nH]c2ccccc12)c1cc(NS(=O)(=O)c2cccs2)cc(NS(=O)(=O)c2cccs2)c1	1	nt	nt	-2	-6	nt	nt
CC(CC(=O)Nc1ccc(F)cc1F)S(=O)(=O)c1ccc2c(c1)NC(=O)CO2 (stereo unspecified)	-1	-9	4	-20	-1	-3	-11
CN1C(=O)c2cc(NC(=O)NCc3ccccc3)ccc2OC[C@@H]2O[C@@H](CC(=O)O)CC[C@@H]21	3	-2	1	-1	4	-8	0[16.7 µM]
COc1ccc(CNCCC(c2ccccc2)c2ccc3c(c2)OCO3)cc1 (stereo unspecified)	-7	-2	4	0	2	-46	16
Cc1nc(C(=O)N2CCCC(Nc3ccc(C)c(C)c3)C2)cs1 (stereo unspecified)	0	-3	-2	27	17	-16	-1
CC1=CC(=C(C#N)C#N)c2ccccc2N1C	-4	-1	-1	-34	-9	-3	-7
O=C(COC(=O)COc1ccccc1)NC1CCCc2ccccc21 (stereo unspecified)	-3	nt	1	-5	3	nt	-10
C[C@H](CO)N1C[C@H](C)[C@H](CN(C)Cc2ccc(C(=O)Nc3ccccc3N)cc2)Oc2ccc(NC(=O)CCC(F)(F)F)cc2CC1=O	-10	-26	2	5	0	-40	98*[16.7 µM]
CCOc1cc(C)nc(N2CCC(C(=O)Nc3ccccc3OCC)CC2)n1	nt	3	5	-1	nt	24	-6
O=C(CC1C(=O)NCCN1C(=O)Nc1ccccc1)Nc1cc(Cl)ccc1Cl (stereo unspecified)	-2	nt	4	2	2	nt	-8
COCCNC(=S)N1CCN(C)CC1	-4	0	-1	-4	7	12	-1
O=C(CN1CCOCC1)N[C@H]1CC[C@@H](CCNC(=O)C2CCCCC2)O[C@@H]1CO	-1	-1	-2	-5	-2	-2	nt
CCOC(=O)C1=CCN(S(=O)(=O)c2ccc(Br)cc2)C1c1cccc(C)c1 (stereo unspecified)	nt	-2	-2	nt	6	16	1
CSCCC(C(=O)N1C[C@]2(C)C[C@H]1CC(C)(C)C2)N1C(=O)c2ccccc2C1=O (stereo partly specified)	nt	4	6	4	nt	-6	nt
Cc1ccc(C(=O)Oc2cccnc2)cc1[N+](=O)[O-]	0	nt	nt	1	-1	nt	nt
CN(Cc1ccccc1)C(=O)c1ccc(NC(=O)C2CCCN(C(=O)OC(C)(C)C)C2)cc1 (stereo unspecified)	6	13	3	2	6	10	19
COc1ccc(-n2nc3cc(C)c(NC(=O)c4cccnc4)cc3n2)cc1	nt	19	3	2	nt	nt	6
CC(=O)c1cc(OC(=O)c2ccncc2)ccc1OC(=O)c1ccncc1	nt	-14	-1	-3	nt	20	-9
O=C1OCCN1C(=O)[C@H]1[C@H](c2ccc(Cl)cc2)C(c2ccccc2)=NN1c1ccccc1	-3	1	0	-13	0	-8	-7
CC1=C(C(=O)N(C(C)C)C(C)C)CC(CC(=O)NCCCCc2ccccc2)C(=O)N1CCC1=CCCCC1 (stereo unspecified)	12	16	-1	nt	4	1	42
O=C(Cc1cccs1)NCCCc1ccccc1	-4	4	0	-1	5	4	1
O=C(CC1CC1)N1[C@H](CO)[C@@H]2c3ccccc3N(S(=O)(=O)c3ccccc3F)C[C@@H]21	0	0	4	-2	-2	-24	79[16.7 µM]
C[C@H](CO)N1C[C@H](C)[C@@H](CN(C)CC2CC2)Oc2c(NC(=O)NC3CCCCC3)cccc2C1=O	4	-9	53	-1	-3	-9	51[16.7 µM]
COc1ccc(/C=C/C(=O)Nc2c(C)nn(C)c2C)cc1COc1ccc(Br)cc1	nt	-3	1	12	nt	-3	-3
CC(=O)N1N=C(c2ccc(Br)cc2)CC1c1cn(C)c2ccccc12 (stereo unspecified)	nt	nt	2	3	nt	nt	0

Part of the list above, with values under each structure.
Below each compound: SIRT5 inh	esBAF inh	Cneo AK release	ARNT-TACC3 inh	ERp5 block	C2C12 statin	miR122 inh
- CC(=O)N1N=C(c2ccc(Br)cc2)CC1c1cn(C)c2ccccc12 (stereo unspecified)
    nt	nt	2	3	nt	nt	0
- CSCCC(C(=O)N1C[C@]2(C)C[C@H]1CC(C)(C)C2)N1C(=O)c2ccccc2C1=O (stereo partly specified)
    nt	4	6	4	nt	-6	nt

Additional entries.
SMILES	SIRT5 inh	esBAF inh	Cneo AK release	ARNT-TACC3 inh	ERp5 block	C2C12 statin	miR122 inh
O=C(O)c1ccccc1Sc1c([N+](=O)[O-])cc(C(F)(F)F)cc1[N+](=O)[O-]	-1	nt	nt	1	1	nt	nt
CO[C@H]1CN(C)C(=O)c2ccc(NC(=O)c3ccccc3)cc2OC[C@H](C)N(C(=O)CN(C)C)C[C@H]1C	2	-1	-1	-8	13	5	6[16.7 µM]
O=C(NNc1cccc(Cl)n1)Nc1ccccc1Cl	nt	14	1	-2	nt	6	10
CCCn1c(=O)[nH]c(=O)c2c1nc(-c1cccs1)n2CCOC	-7	-14	-8	0	5	0	-5
O=C(c1ccc2c(c1)OCO2)N1CCCCN2[C@H](CO)[C@H](c3ccc(-c4ccccc4)cc3)[C@@H]2C1	2	nt	42	nt	1	nt	1[16.7 µM]
Cc1nc2ccccc2nc1OCC(=O)Nc1ccccc1	-5	-2	0	-4	1	13	-3
O=C(COc1ccc2ccc(=O)oc2c1)NC1CCCCC1	-10	13	0	nt	-8	3	-2
C[C@@H]1CCCCO[C@H](CN(C)Cc2ccc3c(c2)OCO3)[C@H](C)CN([C@@H](C)CO)C(=O)c2cc(NS(=O)(=O)c3ccccc3)ccc2O1	6	6	5	0	-4	nt	-4[16.7 µM]
CC1=C(C(=O)N(C)C)C(c2ccc(N3CCOCC3)cc2)NC(=O)N1 (stereo unspecified)	nt	3	3	-4	-4	-2	3
CC(=O)NCCCc1nc2ccccc2n1Cc1ccccc1C	nt	10	-1	7	nt	25	1
COc1ccc(NCC(=O)N/N=C/c2cc([N+](=O)[O-])ccc2N2CCCC2)cc1	-4	nt	nt	nt	-3	nt	-2
O=C(NC1(C(F)(F)F)N=C2SCCN2C1=O)c1cccnc1 (stereo unspecified)	-3	nt	nt	-5	3	nt	nt
Cc1ccc(S(=O)(=O)N2CCCCC2)cc1C(=O)N(C)CC(=O)Nc1ccc(Cl)c(C(F)(F)F)c1	-1	-2	0	2	9	-3	nt
CC1(c2ccc(NC(=O)c3ccccc3F)cc2)CC1(Cl)Cl (stereo unspecified)	-1	63*	-4	-3	1	-55	1
Cc1cccc(CSCc2ccc(C(=O)O)o2)c1	-5	4	-4	-7	-2	8	-7
CC1(C)CC(=O)C(CC2=C(O)CC(C)(C)CC2=O)C(=O)C1	nt	6	7	0	nt	-9	-6
Cn1c(NC(=O)c2ccc(Br)o2)cc(=O)n(C)c1=O	nt	-9	2	3	nt	nt	-5
CCCC(=O)Nc1ccc2c(c1)C(=O)N(C)C[C@@H](OC)[C@H](C)CN(C(=O)c1cccnc1)[C@@H](C)CO2	-27	0	14	-2	0	6	nt
OC(Cc1ccncc1)c1ccccc1Cl (stereo unspecified)	nt	15	nt	7	-12	-2	1
C[C@H]1CN([C@@H](C)CO)C(=O)c2cc(-c3ccncc3)cnc2O[C@@H]1CN(C)Cc1cccnc1	0	-7	-2	-1	14	-21	-3[16.7 µM]
O=C(NC1CCCC1)c1ccc(CS(=O)(=O)c2ccc(Cl)cc2)o1	2	-2	-1	-3	10	-25	1
COc1ccc(CN(C)C[C@H]2OCCCC[C@H](C)Oc3ccc(NS(=O)(=O)c4ccc(Cl)cc4)cc3C(=O)N([C@H](C)CO)C[C@H]2C)cc1	6	5	0	-1	-5	nt	-2[16.7 µM]
CC1CCCC(NC(=O)COC(=O)COc2ccc(Br)cc2)C1C (stereo unspecified)	-3	-2	-1	nt	-12	4	-12
C[C@H](CO)N1C[C@H](C)[C@@H](CN(C)S(=O)(=O)c2cccs2)Oc2ccc(NC(=O)Cn3cnnn3)cc2CC1=O	-1	-2	-1	nt	0	2	9[16.7 µM]
CCN1[C@H](C(=O)N[C@H](C)c2ccccc2)[C@@H](CO)[C@@H]2Cn3c(ccc(-c4cccc(F)c4)c3=O)[C@@H]21	-5	6	-2	-4	0	29	4[16.7 µM]
CCOc1cc(NC(=S)NCC2CCCO2)c(OCC)cc1NC(=O)c1cccc(F)c1 (stereo unspecified)	1	nt	nt	14	3	nt	nt
CCOC(=O)[C@H]1[C@H]2COc3ccccc3[C@@H]2N2C(=O)c3cc(Br)ccc3NC(=O)[C@@]12C	1	-5	-1	-10	-4	24	-8
COc1ccc(CN(C)CCCn2cnc3c(SC)ncnc32)cc1OC	-4	-11	1	nt	3	-4	-1
